Bioassay records from PubChem.
mABHD4 FP – inhibits mouse alpha/beta hydrolase domain 4. inhibition, % at 8.92 µM. AID 720543. purified mABHD4, FP-Rh probe fluorescence polarization. 370,000 tested, 0.54% active. Q8VD66;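 active = inhibition exceeding the mean over every tested compound plus 3 SD, cut at about 30% in these data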;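 note: 0% = plate median of compound wells and 100% = S159A mutant with DMSO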
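Test system: mouse ABHD4 enzyme, wild type. Reagent: FP-Rh fluorescent activity-based probe, added after compound pre-incubation. Timing: pre-incubation 45 min, probe exposure 60 min, at 25 °C. Technique: FP readout, ex 525 nm / em 598 nm. Benchmarks: high control S159A mutant with DMSO, low control median of compound wells.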
PRMT1 FP inh – inhibitors of human PRMT1. inhibition, % at 2.79 µM. Q99873. 370,000 tested, 1.3% active. recombinant PRMT1, activity-based probe fluorescence polarization;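 active = inhibition above about 21% made by adding two undisclosed values, limit read from the data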
HTRA1 inhibitor – HTRA1 (human) protease inhibition. Q92743. recombinant HTRA1, FP-rhodamine activity-based probe, fluorescence polarization. inhibition, % at 5.96 µM. 340,000 tested, 0.5% active; in the data active = inhibition above about 36%;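 note: 0% = enzyme with DMSO and 100% = wells lacking enzyme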
PG9 binder – binds the HIV-1 gp120 antibody PG9 | TR-FRET gp120-PG9 antibody binding | inhibition, % at 6.7 µM | 360,000 tested, 0.43% active | AID 624416; in the data active = inhibition above about 8.5%
LEDGF integ inh – blocks HIV-1 LEDGF/p75-dependent DNA integration; TR-FRET IN-LEDGF/p75 DNA integration, Eu/Cy5; inhibition, % at 3.7 µM; 370,000 tested, 0.64% active;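 active = inhibition above the screen-wide mean plus 3 SD, cut at about 13% in these data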;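 note: signal is the Cy5 over europium emission ratio at 671 and 618 nm; 0% = plate median of compound wells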
SIAE inh – inhibitors of human sialic acid acetylesterase SIAE; inhibition, % at 9.66 µM; Q9HAT2; 370,000 tested, 0.69% active; SIAE FP-Rh probe binding, fluorescence polarization;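 active = inhibition above a cutoff: mean of compounds within the control limits plus 3 SD of those, cut at about 17% in these data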;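 note: 0% = plate median of compound wells and 100% = probe without SIAE protein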
UHRF1 MBD2 ctr – UHRF1 methyl-DNA binding inhibition; Q96T88; UHRF1 binding to methylated oligo, TR-FRET; inhibition, % at 4.4 µM; 370,000 tested, 0.75% active; AID 687016; in the data active = inhibition above about 21%;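 note: UHRF1 SRA domain binding a hemimethylated CpG hairpin DNA probe; 0% = median of test compound wells and 100% = reference inhibitor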
Target sequence (Q96T88 whole entry, looked up, the tested form may be a part): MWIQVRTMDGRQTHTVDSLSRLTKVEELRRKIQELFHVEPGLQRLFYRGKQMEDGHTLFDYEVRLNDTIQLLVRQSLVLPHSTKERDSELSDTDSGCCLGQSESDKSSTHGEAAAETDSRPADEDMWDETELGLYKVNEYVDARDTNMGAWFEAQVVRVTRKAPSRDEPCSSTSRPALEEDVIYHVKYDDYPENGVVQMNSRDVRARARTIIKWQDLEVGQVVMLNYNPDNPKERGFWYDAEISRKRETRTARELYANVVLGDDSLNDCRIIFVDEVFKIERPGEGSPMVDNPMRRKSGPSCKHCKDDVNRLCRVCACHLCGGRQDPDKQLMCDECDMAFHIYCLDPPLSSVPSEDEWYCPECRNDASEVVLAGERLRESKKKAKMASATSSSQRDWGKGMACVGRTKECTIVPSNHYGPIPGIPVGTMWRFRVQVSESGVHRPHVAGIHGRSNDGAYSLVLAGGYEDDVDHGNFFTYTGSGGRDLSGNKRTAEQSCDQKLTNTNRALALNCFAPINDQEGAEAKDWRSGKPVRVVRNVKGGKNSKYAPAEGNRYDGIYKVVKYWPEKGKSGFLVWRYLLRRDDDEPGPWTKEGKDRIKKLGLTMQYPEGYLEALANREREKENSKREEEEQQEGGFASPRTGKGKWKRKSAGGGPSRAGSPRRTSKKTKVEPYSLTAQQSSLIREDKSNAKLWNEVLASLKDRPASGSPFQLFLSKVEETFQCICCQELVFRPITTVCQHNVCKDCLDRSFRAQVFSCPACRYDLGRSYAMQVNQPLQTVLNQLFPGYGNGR
TCR-CD3 inh – inhibitors of human TCR-CD3 interaction | 360,000 tested, 0.37% active | inhibition, % at 9.4 µM | TAMRA-labeled TCR probe fluorescence, biochemical | AID 651800; in the data active = inhibition above about 19%;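 note: recombinant mutant TCR 2C K166C tagged with TAMRA read by polarization; 0% = receptor in buffer alone and 100% = receptor with positive control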
Tn7 DDE FP – DD(E)-Tn7 binding inhibition, primary FP screen; 370,000 tested, 0.13% active; AID 720508; P02675; inhibition, % at 8.3 µM; FP displacement of FITC-Tn7 peptide from fibrin DD(E); 0% = median of compound wells per plate;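 active = inhibition above the mean of compounds falling within the control limits plus 3 SD of them, cut at about 14% in these data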;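 note: 0% = plate median of compound wells and 100% = 10 µM Aha-Tn7 peptide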
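Assay system: human fibrin DD(E) protein / Input: 2 µM fibrin DD(E) / Benchmarks: high control of 10 µM Aha-Tn7 peptide / Measured by: fluorescence polarization of the labelled Tn7 tracer / Medium: Tris buffer with calcium and detergent, pH 7.8 / Timing: 10 min compound pre-incubation, 3 h probe incubation at room temperature / Repeats: one replicate per compound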
TDP2 absorb – TDP2 (human) inhibition, absorbance primary screen. O95551. recombinant TDP2, T5PNP hydrolysis, p-nitrophenol absorbance 415 nm. inhibition, % at 12.8 µM. 370,000 tested, 0.34% active;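 active = inhibition above the mean of all tested compounds plus 3 SD, set per campaign, cut at about 25% in these data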;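 note: 0% = DMSO with enzyme and 100% = buffer with substrate but no TDP2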
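Test system: Human TDP2 enzyme | Reagent: 5 mM T5PNP | Compound dosing: 12.8 µM single point, 1% DMSO | Incubation: Enzyme reaction with compound for 2 h at 37 °C | Technique: p-Nitrophenol epi absorbance | Read-out: % inhibition relative to enzyme-containing and enzyme-free wells | Benchmarks: High control without enzyme, low control DMSO plus TDP2 | Replicates: Singlicate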
Numbers without * were called inactive; x = not tested or not shown. Rows were taken by chance; about 4.2% have a hit in one of these screens.

SMILES	mABHD4 FP	PRMT1 FP inh	HTRA1 inhibitor	PG9 binder	LEDGF integ inh	SIAE inh	UHRF1 MBD2 ctr	TCR-CD3 inh	Tn7 DDE FP	TDP2 absorb
CCOC(=O)/C(C#N)=C1\CC2CCC1(C)C2(C)C (configuration not stated)	-3	-1	-1	-2.1	1	12	-1	6	-9	15
Cc1ccc(C)c(S(=O)(=O)Nc2ccc(C(=O)N3CCC3)cc2)c1	1	-1	3	-0.4	-1	2	0	-1	2	1
CCOC(=O)N1CCC(C(=O)Nc2ccc(OCC)cc2)CC1	-2	-1	-1	-1.9	2	-6	-1	6	-6	1
CCc1nnc2sc(-c3ccc(NC(=O)CSc4ccc(Cl)cc4)cc3)nn12	-4	0	0	-0.3	2	3	-1	5	11	7
Cc1ccc(S(=O)(=O)N(C)c2cc(S(=O)(=O)Nc3ccncc3)c(C)cc2C)cc1	8	1	-4	-0.5	1	1	-4	0	-2	6
CCN(CC)C(=O)C1=C(C)N(Cc2ccccc2)C(=O)C(CC(=O)NC2CCCCC2)C1 (configuration not stated)	-6	-4	1	-1.4	1	1	-2	-1	-5	-5
CC(=O)N1CCOc2ccc(S(=O)(=O)N3CCC(C(=O)Nc4ccccc4F)CC3)cc21	-4	0	6	0.2	3	3	-3	6	0	12
CCc1nc(SCc2cccnc2)[nH]c(=O)c1C	-6	1	5	2.2	3	2	2	-5	5	-5
COC(=O)[C@]12C[C@H](CC(=O)NCCc3ccccc3OC)C(=O)N(Cc3ccc(Cl)cc3Cl)C1=C[C@H](C(C)C)O[C@@H]2C1CC1	-8	-2	x	x	3	1	-1	x	-4	-5
COc1ccc(Br)cc1CN1CCN(C(=O)c2ccc(F)cc2)CC1	8	2	4	1.2	-2	-1	0	-4	0	11
COc1ccc(NC(=O)CN(C)C(=O)CNC(=O)c2cccs2)cc1	-2	-3	-4	-1.4	0	2	3	5	-8	8
O=C(CCC1CCCCC1)Nc1ccccc1O	-7	-2	-4	-1.1	-3	12	-1	-1	2	1
COc1ccc([C@@H]2[C@@H]3C(=O)N(C(C)(C)C)C(=O)[C@@H]3[C@]3(Cc4ccc(Cl)cc4)C(=O)N(c4cccc(C)c4)C(=O)N23)cc1	-1	-2	-45	-0.1	2	-7	-2	-3	4	6
O=C1Nc2ncccc2OC1CCCl (configuration not stated)	-5	-1	0	-0.2	-1	-1	0	4	0	1
CC(=O)OC(c1nc2ccccc2c(=O)n1C1CC2(OC1=O)c1ccccc1N1C(=O)C(C)(C)N(O)C12)C(C)C (configuration not stated)	6	-3	-6	-1.0	-2	3	-1	11	5	-6
COc1ccc(NC(=O)c2cc3nc(-c4ccccc4)cc(C)n3n2)cc1OC	9	0	-6	-2.2	-2	-10	1	10	-13	-8
Cc1c(CNCCc2ccccc2)c(C(=O)O)c(C)n1-c1ccccc1	0	-4	-14	-0.8	2	8	-3	5	-3	-2
Clc1ccc2ccc3cccnc3c2n1	6	1	-3	-1.2	0	0	-2	2	-5	17
N#Cc1ccc(OCC(=O)OCC(=O)Nc2cc(C(F)(F)F)ccc2N2CCOCC2)cc1	-5	-2	-3	-4.3	3	-1	-1	4	-8	-8
CCn1cc(Cl)c(C(=O)Nc2cc(C(=O)OC)cc(C(=O)OC)c2)n1	2	-2	-6	0.1	3	-6	3	4	-9	-6
N#C/C(=C\c1ccc(Cl)cc1)c1nc2ncccc2[nH]1	-7	13	-8	-1.8	6	-10	3	-3	-1	-9
CCC(C)OC(=O)c1cc(C)nc2c(Br)cc(Br)cc12 (configuration not stated)	-1	2	-2	3.8	-5	-6	2	-5	10	0
COc1ccc(C(=O)Nc2ccnn2C2CCN(Cc3cnn(C)c3)CC2)cc1	-12	-3	-5	-2.2	2	4	7	3	-3	-24
O=C(NCCc1ccccc1)c1ccc(NC2=NC3CS(=O)(=O)CC3S2)cc1 (configuration not stated)	-2	-4	1	1.2	-2	1	-1	4	-2	3
COC(=O)c1ccccc1NC(=O)c1cccnc1	-7	-5	9	-2.8	5	-8	-2	7	5	-24
CC(Oc1ccccc1)C(=O)NC1CCN(Cc2ccccc2)CC1 (configuration not stated)	2	10	7	-0.6	-1	-1	4	-2	6	-7
CCn1c(=O)n(CC)c2cc(NC(=O)CSc3ccc([N+](=O)[O-])cn3)ccc21	-1	3	6	-0.8	-4	-3	0	6	3	7
O=C(COc1ccccc1)N=C1SC2CS(=O)(=O)CC2N1c1ccc(F)cc1 (configuration not stated)	34*	1	4	0.8	-1	4	1	4	6	-3
CCOc1ccc(S(=O)(=O)NCCC(=O)N2CCCCCCC2)cc1	2	-2	-4	0.3	2	16	0	-3	5	5
COc1cc2c(cc1OC)C(c1cccnc1)CC(=O)N2 (configuration not stated)	5	2	0	-0.9	2	14	0	-1	5	1
CCCOC(=O)Nc1ccc(S(=O)(=O)Nn2cnnc2)cc1	-3	3	7	2.4	2	-7	8	-6	-1	-6
CCn1c(C)c(C(C)=O)c(N2CCN(C(=O)c3ccco3)CC2)nc1=S	-1	12	-1	0.7	4	2	0	3	-8	10
C=CCn1c(SCC(=O)NCc2ccco2)nnc1C1CCCCC1	-6	-4	4	-0.2	4	-1	-2	20*	-5	-8
CC(C)C(NC(=O)CN1C(=O)c2ccccc2S1(=O)=O)C(C)C	-2	-3	5	-2.9	1	-2	-1	10	2	-15
Cc1nnc(SCc2cccs2)[nH]c1=O	1	-2	-4	-2.2	-2	-3	-3	1	6	3
Cc1cc(NC(=O)c2cccc(S(=O)(=O)N(C)C)c2)n(-c2ccccn2)n1	-5	2	4	0.8	0	-8	2	2	4	1
CCOC(=O)c1c(C)n(C)c2ccc(O)c(CN(C)C)c12	16	3	3	-0.9	0	4	5	5	3	-10
COc1cc(NC(=O)c2ccc(=O)[nH]n2)cc(OC)c1OC	6	-3	-1	-0.5	-5	4	-3	0	1	14
COc1ccc(C(NC(=O)C2CCN(CCc3ccccc3)CC2)c2ccccn2)cc1 (configuration not stated)	-2	-5	x	-1.4	5	-1	-1	0	-4	-5
CC(OC(=O)c1ccccc1Br)C(=O)Nc1nc(-c2cccc([N+](=O)[O-])c2)cs1 (configuration not stated)	4	-2	-1	-0.8	1	-2	-2	3	-7	12
CC1CCCCC1NC(=O)c1ccc(-n2cncn2)cc1 (configuration not stated)	-1	-6	5	2.3	-1	3	0	10	11	-4
CC(C)c1ccc2[nH]c(O)c(N=NC(=O)c3cccc(S(=O)(=O)N4CCCCC4)c3)c2c1	5	-2	-8	1.1	-4	-6	-5	6	9	6
O=c1c2cc(NC(=S)N3CCCC3)ccc2nc2n1CCCCC2	-1	3	4	0.8	1	2	3	-7	5	-1
Cc1ccc(S(=O)(=O)N2CCN(S(=O)(=O)c3ccccc3Br)C2=O)cc1	-2	-6	-2	0.7	1	0	0	7	10	8
COc1ccccc1CN1CCN(C(CC(C)C)c2nnnn2Cc2cccs2)CC1 (configuration not stated)	6	3	-7	0.5	0	-4	2	0	8	0
CCCCN(C=O)c1c(CC)nc2ccc(C(=O)NCc3cccs3)cn12	4	0	x	-1.7	1	0	1	5	2	4
CCN(CC)c1nc(Nc2ccccc2)nc(Oc2ccc(=O)n(C)n2)n1	8	0	-4	-0.4	0	-1	3	11	-7	0
N#CCCN1CCN(CCC#N)CC1	0	-2	7	0.5	-3	1	-1	5	3	9
CCOC(=O)c1c(NC(=O)CSc2nnc(C)c(=O)[nH]2)sc2c1CCCC2	-22	2	-17	-1.8	3	-31	18	-1	-1	-7
O=C(c1cc2c(ccc3ccccc32)o1)N1CCCCC1	5	-3	-4	-4.9	2	-4	-2	4	4	3
CC(=O)Nc1ccc(S(=O)(=O)NNC(=O)COc2cccc(C)c2)cc1	4	19	-3	-2.1	-2	-1	-2	-4	-2	3

Three entries from above, in markdown.
| structure | mABHD4 FP | PRMT1 FP inh | HTRA1 inhibitor | PG9 binder | LEDGF integ inh | SIAE inh | UHRF1 MBD2 ctr | TCR-CD3 inh | Tn7 DDE FP | TDP2 absorb |
| --- | --- | --- | --- | --- | --- | --- | --- | --- | --- | --- |
| COc1ccc(NC(=O)CN(C)C(=O)CNC(=O)c2cccs2)cc1 | -2 | -3 | -4 | -1.4 | 0 | 2 | 3 | 5 | -8 | 8 |
| CCOC(=O)c1c(NC(=O)CSc2nnc(C)c(=O)[nH]2)sc2c1CCCC2 | -22 | 2 | -17 | -1.8 | 3 | -31 | 18 | -1 | -1 | -7 |
| O=c1c2cc(NC(=S)N3CCCC3)ccc2nc2n1CCCCC2 | -1 | 3 | 4 | 0.8 | 1 | 2 | 3 | -7 | 5 | -1 |

Record cards, from the list above:
CC(OC(=O)c1ccccc1Br)C(=O)Nc1nc(-c2cccc([N+](=O)[O-])c2)cs1 (configuration not stated) is entered as mABHD4 FP: 4; PRMT1 FP inh: -2; HTRA1 inhibitor: -1; PG9 binder: -0.8; LEDGF integ inh: 1; SIAE inh: -2; UHRF1 MBD2 ctr: -2; TCR-CD3 inh: 3; Tn7 DDE FP: -7; TDP2 absorb: 12
O=c1c2cc(NC(=S)N3CCCC3)ccc2nc2n1CCCCC2 is entered as mABHD4 FP: -1; PRMT1 FP inh: 3; HTRA1 inhibitor: 4; PG9 binder: 0.8; LEDGF integ inh: 1; SIAE inh: 2; UHRF1 MBD2 ctr: 3; TCR-CD3 inh: -7; Tn7 DDE FP: 5; TDP2 absorb: -1
